# From PubChem
# S-ASM inh = inhibitors of human secretory acid sphingomyelinase | P17405 | placental ASM, HMU-PC fluorogenic substrate, 60 min | Potency, µM (titrated, usually from 57.5 µM), without a hit: at the top dose activity change, negative = inhibition, actives largely listed as inhibitors | 340,000 compounds, 0.006% hits; also: potency is read from the fitted curve at half-maximal effect
#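 Fluorogenic HMU-PC substrate (9 uM final) is turned over by placental ASM in 60 min at 37 C after a 10 min compound preincubation. Reaction ended by alkaline stop (pH 10), with fluorescence read at 386/447 nm.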
# PKM2 activator = activators of human pyruvate kinase M2 | P14618 | purified PKM2, Kinase-Glo ATP luminescence, activation; response scale: 0% is enzyme alone, no compound | Potency, µM (highest dose often 57.5 µM), for the others: at the top dose activation, actives largely listed as activators | AID 1631 | 260,000 compounds, 0.34% hits; also: potency is read from the fitted curve at half-maximal effect; % is scaled to controls: 0 for no effect and ±100 for the full control effect; nearly all actives have a fitted effect of over 55% in size
#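 Purified hPK-M2 (>95%) run at intermediate activity with 0.1 mM ADP and 0.5 mM PEP in 50 mM imidazole pH 7.2, KCl, MgCl2; 1 h room temperature. ATP formed read by Kinase-Glo luminescence; normalized to uninhibited and no-enzyme controls.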
# Mito fusion yeast = mitochondrial division inhibition or fusion activation. AID 485298. S. cerevisiae fusion-defective mutant growth rescue, CellTiterGlo 48 h. Potency, µM (highest dose often 46.1 µM), inactives show at the top dose growth rescue (activation), actives largely listed as activators. 320,000 compounds, 0.23% hits;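 also: potency is read from the fitted curve at half-maximal effect; % of control where 0% means no effect; nearly all actives have a fitted effect of over 45% in size; temperature-sensitive fusion mutants such as fzo1-1 at 37 °C on non-fermentable ethanol glycerol medium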
#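 Read-out: ATP-based luminescence (CellTiterGlo, 10 min ambient) reporting growth of fusion-defective ts yeast after 48 hours at 37C on glycerol/ethanol YPEG medium in the presence of compound.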
# GALK inhibitor = inhibitors of human galactokinase. P51570. Purified GALK, Kinase-Glo residual ATP luminescence. Potency, µM (doses to about 57.5 µM), inactives show top-dose activity change, negative = inhibition, hits mostly inhibitors. 270,000 compounds, 0.007% hits. AID 1868; also: potency is read from the fitted curve at half-maximal effect; % is scaled to controls: 0 for no effect and ±100 for the full control effect
#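 Galactose (100 uM) and ATP (35 uM) were turned over by 5 nM GALK for 1 h at RT. Kinase-Glo Plus then converted the remaining ATP into a luminescent signal.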
# KCNH2 WT inh = blocks the wildtype human KCNH2 potassium channel. 340,000 compounds, 0.37% hits. U2OS, BacMam KCNH2, thallium flux FluxOr; active compounds read low. activity change, % at 1.84 µM;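 active = maximum activity change below -70%; inconclusive = maximum activity change between -70% and -50%; inactive = maximum activity change above -50%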; also: % is scaled to controls: 0 for no effect and ±100 for the full control effect
#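 U2OS cells transduced with wild-type KCNH2 virus are loaded with FluxOr dye for 45 min, and thallium flux is measured in kinetic reads before and after stimulation buffer. Rate constants are normalized to DMSO controls.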
# USP2a inh = USP2a (human) protease inhibition; O75604; USP2 core, Ub-CHOP2 coupled fluorogenic reporter, 485/531; Potency, µM (series often up to 38.3 µM), for the others: at the highest dose activity change, negative = inhibition, actives largely listed as inhibitors; 330,000 compounds, 0.01% hits;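 also: potency is read from the fitted curve at half-maximal effect; plate controls were DMSO wells for no effect and full inhibition by NEM control for full effect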
# Target sequence (O75604 whole entry, looked up): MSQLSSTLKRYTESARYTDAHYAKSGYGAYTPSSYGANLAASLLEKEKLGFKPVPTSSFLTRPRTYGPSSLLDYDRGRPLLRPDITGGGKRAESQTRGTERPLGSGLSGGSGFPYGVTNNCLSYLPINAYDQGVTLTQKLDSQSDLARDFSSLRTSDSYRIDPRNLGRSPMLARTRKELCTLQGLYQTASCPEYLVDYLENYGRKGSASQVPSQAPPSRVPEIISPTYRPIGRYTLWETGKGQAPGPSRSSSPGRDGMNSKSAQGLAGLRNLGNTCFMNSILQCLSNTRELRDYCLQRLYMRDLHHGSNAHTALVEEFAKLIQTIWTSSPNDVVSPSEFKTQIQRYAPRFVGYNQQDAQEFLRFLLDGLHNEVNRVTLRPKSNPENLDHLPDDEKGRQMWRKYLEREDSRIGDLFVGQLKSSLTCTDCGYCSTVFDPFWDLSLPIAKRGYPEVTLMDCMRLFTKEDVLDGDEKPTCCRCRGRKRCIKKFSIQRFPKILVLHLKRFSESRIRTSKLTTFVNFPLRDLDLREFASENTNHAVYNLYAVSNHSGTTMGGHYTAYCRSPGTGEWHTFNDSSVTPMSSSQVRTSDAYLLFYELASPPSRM
#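 USP2 core (10nM final) preincubated 30min RT with compound in 20mM Tris-HCl pH 8.0, 2mM CaCl2, 2mM beta-mercaptoethanol, 0.05% CHAPS; 25nM Ub-CHOP2 plus 25nM reporter substrate added, fluorescence (Ex485/Em531) read after 60min.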
# MBNL1-CUG inh = blocks human MBNL1 binding to CUG repeat RNA; AID 2675; TR-FRET MBNL1-His/biotin-(CUG)12 binding, 665/545 ratio; Potency, µM (doses to about 57.5 µM), for the others: at the highest dose activity change, negative = inhibition, hits mostly inhibitors; Q9NR56; 280,000 compounds, 0.036% hits; active = well fitted inhibition curve with a large enough effect in the signal ratio, with a control signal flat, not every such curve was filed as active; inconclusive = small, poorly fitted or top-dose-only effect, or effect the other way, or a change in a side signal; inactive = no such curve, though single readings can be large or run the other way; the % refers to the signal ratio; also: potency is read from the fitted curve at half-maximal effect; % is scaled to controls: 0 for no effect and ±100 for the full control effect
# Target sequence (Q9NR56 whole entry, looked up): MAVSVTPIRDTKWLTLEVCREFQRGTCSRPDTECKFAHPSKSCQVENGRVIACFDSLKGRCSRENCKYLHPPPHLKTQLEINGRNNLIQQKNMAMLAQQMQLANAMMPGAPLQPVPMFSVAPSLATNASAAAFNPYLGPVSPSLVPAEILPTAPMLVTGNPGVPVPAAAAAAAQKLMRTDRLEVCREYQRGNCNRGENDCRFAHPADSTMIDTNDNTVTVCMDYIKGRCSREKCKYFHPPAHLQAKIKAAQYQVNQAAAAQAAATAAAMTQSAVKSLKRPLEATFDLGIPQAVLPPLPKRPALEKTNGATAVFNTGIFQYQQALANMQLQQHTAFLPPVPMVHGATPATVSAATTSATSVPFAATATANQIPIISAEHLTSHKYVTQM
#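 Ratiometric TR-FRET (665 over 545 nm, excitation 340 nm) tracks disruption of MBNL1-His/biotin-(CUG)12 complex after 60 min at room temperature, with compounds at 92 nM to 58 uM final.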
# Chronic BCR inh = blocks chronic active B-cell receptor signaling. ABC-DLBCL IkBa-CBG/CBR reporter, luminescence ratio, 4 h. Potency, µM (top dose mostly 46.1 µM), for inactives: at the highest dose ratio change, negative = lower green/red ratio, hits mostly inhibitors. 340,000 compounds, 0.05% hits. AID 493014; active = well fitted inhibition curve with a large enough effect in the signal ratio, with a control signal flat, not every such curve was filed as active; inconclusive = small, poorly fitted or top-dose-only effect, or effect the other way, or a change in a side signal; the % refers to the signal ratio;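 also: potency is read from the fitted curve at half-maximal effect; plate controls were basal doxycycline-induced cells for no effect and cells given 10 µM MG132 for full effect; MG132 reads +100%, hits lower the ratio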
#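 TMD8 human ABC-DLBCL cells with doxycycline-inducible IκBα–green luciferase fusion and unfused red luciferase, in 0.5% FBS medium; compounds up to 46 uM, 4 h at 37C. Green/red luminescence ratio, filter-overlap corrected, fitted to concentration-response curves.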
# TSHR antag = blocks TSH signaling through the human TSH receptor | AID 504810 | 330,000 compounds, 0.2% hits | TSHR-expressing cells, TSH-stimulated cAMP HTRF, 2 h; active compounds read low | P16473 | activity change, negative = inhibition, % at 11.5 µM;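 active = activity change below a set negative limit, meaning inhibition stronger than a set level, cut at about -70% in these data; inconclusive = activity change between two set negative limits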; also: % is scaled to controls: 0 for no effect and ±100 for the full control effect
#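 Freshly harvested TSHR cells receive pin-tooled compound, then EC80 TSH at 4nM final. After 2 hours at 37 deg C, antibody in lysis buffer and cAMP-d2 are added; 30 minutes at ambient temperature precede the HTRF read.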
# Menin-MLL TR inh = inhibitors of human menin-MLL interaction, mutant MLL peptide; Potency, µM (titrated, usually from 61.6 µM), inactives show at the highest dose FP activity change, negative = inhibition, hits mostly inhibitors; 270,000 compounds, 0.23% hits; Menin + Texas Red MLL mutant peptide, fluorescence polarization; active = well fitted inhibition curve with a large enough effect in the polarisation, with a control signal flat, not every such curve was filed as active; inconclusive = small, poorly fitted or top-dose-only effect, or effect the other way, or a change in a side signal; inactive = no such curve, though single readings can be large or run the other way; the % refers to the polarisation; also: potency is read from the fitted curve at half-maximal effect; % of control where 0% means no effect; many of its hits are not listed in these tables
# Eya2 phos inh = blocks the phosphatase activity of human Eya2; recombinant Eya2, OMFP fluorescence dephosphorylation (OMFP is methylfluorescein phosphate); O00167; AID 488837; 330,000 compounds, 0.006% hits; Potency, µM (titrated, usually from 76.9 µM), for the others: at the highest dose activity, negative = inhibition, most hits filed as inhibitors; also: potency is read from the fitted curve at half-maximal effect; % is scaled to controls: 0 for no effect and ±100 for the full control effect
#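 Eya2 protein (added as 0.2 uM solution) was preincubated with compound for 10 min at ambient temperature in 50 mM HEPES pH 7.5, 50 mM NaCl, 5 uM MgCl2, 0.05% BSA, 1 mM DTT. OMFP (added at 50 uM) then reacted 10 min; fluorescence read at 485/525 nm.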
# * hit, by the source's call; ? = inconclusive; . = not tested or not shown; [ ] = remark or other dose. Unless noted, calls follow the shape of the dose curve; as a rule, active = well fitted curve in the direction sought with a large enough effect; inconclusive = small, poorly fitted or top-dose-only effect, or another doubt; inactive = no such curve, though single readings can be large; an effect the other way counts as inactive or inconclusive. The list is partial, so the mix of outcomes need not match the whole.
SMILES,S-ASM inh,PKM2 activator,Mito fusion yeast,GALK inhibitor,KCNH2 WT inh,USP2a inh,MBNL1-CUG inh,Chronic BCR inh,TSHR antag,Menin-MLL TR inh,Eya2 phos inh
Cn1ccnc1SCCC#N,3%,-1%,3%,0%,-5,1%,10%,0%,-6,3%,3%
NNC(=O)c1csc(COc2cc(Cl)cc(Cl)c2)n1,-5%,11%,14%,-3%,-6,0%,-5%,-13%,-28,.,-3%
CCC(=O)N1CCc2cc(S(=O)(=O)NC(C(=O)NCc3ccccc3)C(C)C)ccc21 (stereo not drawn),5%,-1%,1%,1%,5,1%,-4%,-12%,16,12%,5%
NCC(O)COCCC12CC3CC(CC(C3)C1)C2 (stereo not drawn),-3%,5%,-2%,-1%,-1,0%,-2%,6%,11,?,9%
CC(C)CN(C(=O)CC1CCCC1)c1c(N)n(Cc2ccccc2)c(=O)[nH]c1=O,1%,.,-2%,.,-2,3%,.,-1%,7,.,8%
COC(=O)[C@H](CCSC)NC(=O)Nc1cccc(C)c1C,3%,-11%,-2%,-2%,-5,-6%,-2%,-5%,2,.,-15%
O=C(O)c1cnc(N2CCOCC2)nc1,5%,0%,-2%,1%,1,2%,-8%,-5%,-8,-7%,8%
O=C(CN(Cc1cccs1)C(=O)CNS(=O)(=O)c1ccc(F)cc1)NCc1ccco1,-1%,1%,3%,1%,-6,1%,0%,-1%,1,1%,-10%
C/C=C/C=C/C(=O)N1CC[C@]23c4ccccc4N[C@H]4N(C)c5cccc6c5[C@]42CCN([C@H]6C2OC2(C)C)[C@H]13 (stereo partly drawn),-9%,4%,27%,-2%,19,-10%,2%,?,-7,.,10%
O=C(NC1CCS(=O)(=O)C1)c1cccc(S(=O)(=O)N2CCCCCC2)c1 (stereo not drawn),-1%,0%,-4%,-2%,0,2%,0%,?,-9,9%,-2%
O=C(CC(O)(C(F)(F)F)C(F)(F)F)Nc1ccc(Cl)c(Cl)c1,-16%,-8%,-10%,0%,-7,4%,10%,?,-75*,?,2%
CN(CCOc1ccccc1)C(=O)CCc1c[nH]c2ccccc12,-4%,.,29%,0%,1,-4%,-3%,1%,-1,-1%,-26%
CCN1C(=O)[C@H]2[C@@H](c3ccc(-c4ccc(Cl)c(Cl)c4)c(OC)c3)N[C@@](C)(C(=O)OC)[C@H]2C1=O,-15%,.,4%,.,-4,1%,.,0%,-13,.,-24%
CCOc1cc2c3c(c1)C1(C(=O)N3C(C)(C)CC2C)C(C#N)=C(N)N2C(=C1C#N)Nc1ccccc12 (stereo not drawn),-4%,12%,10%,0%,-2,2%,.,-1%,-15,14%,-1%
COc1ccc(CNC(=O)COC(=O)CN2C(=O)COc3ccccc32)cc1,1%,.,9%,.,-10,0%,.,-4%,-3,.,-6%
O=C(O)c1nn(CC(=O)N(C2CCCCC2)C2CCCCC2)c(=O)c2ccccc12,-6%,0%,8%,-3%,1,2%,-3%,0%,-4,?,0%
O=C(Nc1ccc(C(=O)N2CCN(c3ccc(Cl)cc3)CC2)cc1)C1=CSCCO1,-23%,.,-5%,0%,17,3%,-3%,1%,0,.,-3%
COc1ccccc1C(=O)NCCC(=O)N1CCN(C(C)=O)CC1,-4%,.,5%,.,-4,0%,.,1%,-1,.,-28%
Cc1ccc(-c2nc3ccccc3c(=O)n2NC(=S)N(C)C)cc1,11%,-4%,-8%,0%,6,0%,-11%,1%,9,13%,6%
Cn1c(-c2ccsc2)c(-c2cccs2)c2cc(-c3ccc4cc[nH]c4c3)ccc21,11%,.,19%,.,0,-1%,.,?,21,.,-4%
Oc1ccccc1-c1nc(/C=C/c2ccccc2)nn1-c1ccccc1,-2%,-22%,2%,1%,-11,-4%,?,?,-16,0%,-3%
CCOC(=O)N1CCN(C(=O)c2ccc3nc(N4CCCCC4)sc3c2)CC1,-1%,-3%,-1%,-2%,4,1%,9%,5%,-3,?,-3%
O=C(c1ccc([N+](=O)[O-])cc1)N1CCSC1c1ccccc1 (stereo not drawn),4%,-5%,2%,0%,-8,3%,?,-1%,2,-3%,-20%
O=C(/C(=C/O)N=Nc1ccccc1)c1ccncc1,-4%,1%,-2%,0%,6,3%,?,?,22,4%,1%
CCOC(=O)Cc1csc(NC(=O)/C=C/c2ccc(OC)cc2)n1,-3%,-2%,2%,0%,-1,0%,?,?,-13,28%,-2%
CCCCNC(=O)CSc1nc2ccsc2c(=O)n1C1CCN(C(=O)OCC)CC1,4%,-10%,7%,1%,5,0%,-2%,-1%,-10,22%,-11%
CC(NC(=S)NCCc1ccccc1)C(c1cccs1)N1CCN(Cc2ccccc2)CC1 (stereo not drawn),2%,-15%,21%,.,16,-10%,-30%,?,19,2%,-6%
CC(C(=O)NCc1ccc(Cl)cc1)n1cccc1C(=O)c1ccccc1 (stereo not drawn),-2%,.,?,2%,3,-4%,-1%,0%,1,0%,-5%
Cc1cc(C)cc(NC(=S)N2CCN(c3ncc(C(F)(F)F)cc3Cl)CC2)c1,-2%,-5%,-4%,3%,-1,0%,-4%,?,-8,.,2%
O=C(COC(=O)CNS(=O)(=O)c1ccccc1)Nc1ccc(Cl)cn1,-2%,-1%,0%,-1%,3,5%,-2%,11%,-2,0%,-2%
O=C1CC(c2ccc(S(=O)(=O)NCc3ccccc3)cc2)CN1 (stereo not drawn),1%,6%,-4%,1%,-2,2%,-1%,-4%,0,6%[11.7 µM],-1%
CCCCn1nnnc1NCc1cccs1,4%,-7%,1%,3%,-2,1%,-12%,-10%,-5,-12%,-21%
Cc1ccc(NC(=O)C2CC(=O)N(Cc3ccccc3)C2)nc1 (stereo not drawn),-1%,.,-9%,.,-2,2%,.,-4%,-10,.,19%
CCOC(=O)C1CCCCN1Cc1ccc(F)cc1 (stereo not drawn),-3%,1%,-1%,-1%,-12,-9%,-16%,12%,11,-5%,-4%
Cc1ccc(/C=N/Nc2nc(C(C)(C)C)cs2)o1,14%,-7%,1%,1%,.,0%,15%,0%,-21,4%,1%
Cc1ncccc1C(=O)N1CCCC(CCC(=O)N2CCN(c3ccccn3)CC2)C1 (stereo not drawn),5%,-13%,-1%,0%,-12,0%,-6%,7%,7,0%,-6%
O=C(CN1C(=O)CSc2ccc(S(=O)(=O)N3CCOCC3)cc21)N1CCCCC1,-2%,.,-2%,11%,4,0%,-7%,-6%,-11,1%,4%
CC(OC(=O)C1CCN(S(=O)(=O)c2ccc(C(C)(C)C)cc2)CC1)C(=O)N1CCOCC1 (stereo not drawn),0%,.,-4%,.,-1,2%,.,6%,-11,.,1%
CC1=NN(C(=S)Nc2ccccc2)C(C)(C)C1,3%,8%,4%,-1%,-22,3%,?,0%,20,-5%,1%
O=C(NC1CCC(O)CC1)c1cc(Cl)c2c(c1)OCCO2 (stereo not drawn),4%,.,.,.,7,2%,.,-7%,-6,.,-2%
O=C(Nc1ccc(S(=O)(=O)Nc2nccs2)cc1)c1cccc(S(=O)(=O)N2CCOCC2)c1,-1%,-7%,-2%,-1%,2,4%,-11%,-3%,11,.,-13%
CC12CN(C(=O)c3ccc(Cl)cc3)C3(C#N)CC1CCC23C (stereo not drawn),2%,-2%,2%,1%,14,1%,11%,13%,17,?,-13%
Cc1onc(-c2c(F)cccc2Cl)c1-c1nnc(-c2cccc3ccccc23)o1,7%,-8%,4%,2%,0,-1%,2%,10%,0,.,5%
CCOC(=O)Cn1c(CN2CCOCC2)nc2c1c(=O)n(C)c(=O)n2C,5%,-17%,11%,1%,-5,2%,-7%,3%,28,-20%,22%
CCOC(=O)C1CCN(C(=O)CSc2ccc(Cl)cc2)CC1,-1%,11%,10%,-4%,-1,-3%,-2%,?,-10,3%,1%
